Source: PubChem BioAssay (National Center for Advancing Translational Sciences (NCATS))
FBPA Giardia inh: inhibitors of Giardia lamblia fructose-1,6-bisphosphate aldolase. purified Giardia FBPA. Potency, µM (doses to about 59.6 µM), for the others: top-dose activity, negative = inhibition, usual class: inhibitors. hit rate 0.71% among 290,000. AID 2451; also: potency is read from the fitted curve at half-maximal effect; nearly all actives have a fitted effect of over 55% in size
Target sequence (A8B2U2 whole entry, looked up): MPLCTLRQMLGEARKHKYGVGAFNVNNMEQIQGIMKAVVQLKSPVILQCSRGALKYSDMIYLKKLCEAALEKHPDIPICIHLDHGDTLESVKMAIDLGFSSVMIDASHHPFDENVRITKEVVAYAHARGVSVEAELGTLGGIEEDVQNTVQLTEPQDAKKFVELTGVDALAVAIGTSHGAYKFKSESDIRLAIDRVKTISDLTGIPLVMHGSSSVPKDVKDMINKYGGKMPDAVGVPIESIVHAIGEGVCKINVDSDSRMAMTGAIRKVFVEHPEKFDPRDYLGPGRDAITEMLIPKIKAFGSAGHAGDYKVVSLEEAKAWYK
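40 nM FBPA preincubated 10 min at RT with compound (up to 57.5 uM final), then substrate plus GAPDH/TPI/NAD/arsenate coupling and diaphorase/resazurin added. Fluorescence read after 20 min at RT, 525/598 nm.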
AMA1 RON2 block: inhibitors of Plasmodium falciparum AMA1-RON2 interaction; Potency, µM (top dose mostly 58.2 µM), inactives show at the top dose activity change, negative = inhibition, most hits filed as inhibitors; hit rate 0.2% among 360,000; AlphaScreen AMA1-biotinylated RON2 peptide binding;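 also: potency is read from the fitted curve at half-maximal effect; 0% = vehicle wells and -100% = peptide control; nearly all actives have a fitted effect of over 45% in size; some results filed as inactive show a strong effect at the top dose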
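AMA1 (3D7) with his tag at 25 nM final met compounds first, then biotinylated RON2 peptide at 25 nM; detection used donor plus acceptor beads, 10 µg/mL apiece, read by AlphaScreen after 30 min at room temperature.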
HCMV antiviral: human cytomegalovirus inhibition. HFF cells, HCMV-luciferase reporter, 72 h; stronger effect = lower value. activity change, negative = inhibition, % at 57.5 µM. hit rate 4.5% among 410,000. AID 1259415; in the data active = activity change below about -60%; inconclusive = no clear call, values can overlap the other calls; inactive = above about -39%
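Two-dose cell screen: HFF monolayers treated with compounds and infected with luciferase-expressing HCMV at 1 PFU/cell, 72 h at 37C, then lysed for luciferase measurement.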
Sm TGR inh: blocks Schistosoma mansoni thioredoxin glutathione reductase; Q962Y6; purified TGR, DTNB reduction, TNB absorbance 405 nm; Potency, µM (highest dose often 114 µM), without a hit: at the top dose activity change, negative = inhibition, hits mostly inhibitors; hit rate 3% among 360,000; AID 485364; also: potency is read from the fitted curve at half-maximal effect; nearly all actives have a fitted effect of over 60% in size
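Kinetic colorimetric format: TGR-catalysed, NADPH-driven DTNB reduction monitored via TNB absorbance. Enzyme dispensed at 20 nM; compound exposure 15 min at room temperature before reaction start.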
AmpC detergent: AmpC beta-lactamase inhibition with detergent present. P00811. AmpC hydrolysis of nitrocefin, absorbance 480 nm, 0.01% Triton. Potency, µM (series often up to 114 µM), inactives show at the highest dose activity change, negative = inhibition, hits mostly inhibitors. hit rate 0.041% among 370,000;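 also: potency is read from the fitted curve at half-maximal effect; 0% = no-compound wells and -100% = no-enzyme wells; nearly all actives have a fitted effect of over 25% in size; some results filed as inactive show a strong effect at the top dose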
Target sequence (P00811 whole entry, looked up): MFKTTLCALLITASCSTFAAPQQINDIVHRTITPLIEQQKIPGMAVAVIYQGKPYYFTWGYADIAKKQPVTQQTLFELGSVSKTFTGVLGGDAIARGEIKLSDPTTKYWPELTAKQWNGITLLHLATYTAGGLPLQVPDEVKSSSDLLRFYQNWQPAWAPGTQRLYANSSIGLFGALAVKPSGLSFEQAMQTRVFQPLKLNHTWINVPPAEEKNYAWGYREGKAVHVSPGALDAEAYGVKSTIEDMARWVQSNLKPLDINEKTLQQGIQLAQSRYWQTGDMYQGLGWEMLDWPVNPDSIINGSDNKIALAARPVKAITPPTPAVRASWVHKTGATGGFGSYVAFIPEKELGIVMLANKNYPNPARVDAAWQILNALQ
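20 mM phosphate pH 7.0 + 0.01% (detergent screen) or 0.0001% Triton X-100; 5.3 nM AmpC reagent; cpd preinc 15 min RT; nitrocefin (800 uM stock) to start; A480 q20 s × 4 min; Activity was normalised to no-enzyme and no-compound control wells.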
HCV inh: blocks hepatitis C virus; Huh7.5.1 HCVcc-Cre infection, luciferase reporter, 44 h; Potency, µM (top dose mostly 41.8 µM), inactives show top-dose activity change, negative = inhibition, usual class: inhibitors; hit rate 3.4% among 340,000; AID 651820; also: potency is read from the fitted curve at half-maximal effect
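Infectious HCVcc-Cre (~0.5 moi) was added to cells just after compound, with cells seeded 4 h earlier at 1,000 per well. Luciferase activity after 44 h culture reported infection; substrate was incubated 15 min at room temperature before reading.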
Numbers without * were called inactive; ? = inconclusive; nt = not tested or not shown; [ ] = remark or other dose. Unless noted, calls follow the shape of the dose curve; as a rule, active = well fitted curve in the direction sought with a large enough effect; inconclusive = small, poorly fitted or top-dose-only effect, or another doubt; inactive = no such curve, though single readings can be large; an effect the other way counts as inactive or inconclusive. Unless noted, % is scaled to controls: 0 for no effect and ±100 for the full control effect.

Short forms – A = FBPA Giardia inh; B = AMA1 RON2 block; C = HCMV antiviral; D = Sm TGR inh; E = AmpC detergent; F = HCV inh
1	CC1CCN(c2ccc(-c3cccc(NS(=O)(=O)c4ccc(F)cc4F)c3)nn2)CC1
  A = nt; B = nt; C = -100*; D = -6%; E = ?; F = nt

2	Cc1nn(C)cc1C(C)NC(=O)c1cc(COc2cccc3cnccc23)on1 (stereo not given)
  A = nt; B = -10%; C = ?; D = -14%; E = 1%; F = ?

3	Cc1ccc(C)c(N2CCN(CCCNC(=O)Cn3cc4c(n3)CCCCC4)CC2)c1
  A = -7%; B = -9%; C = -30; D = -4%; E = -11%; F = 5.6µM*

4	COCCCN(C(=O)Cn1ncc2c(=O)oc3ccc(C)cc3c21)C(C)c1ccncc1 (stereo not given)
  A = 4%; B = 0%; C = 74; D = -1%; E = -8%; F = 1%

5	CCOC(=O)C(C)Sc1nc(C2CC2)cc(C(F)(F)F)c1C#N (stereo not given)
  A = -1%; B = 10%; C = -3; D = -33%; E = ?; F = 12%

6	O=C(CN1C(=O)NC2(CCCC2)C1=O)OCCOc1ccccc1Cl
  A = nt; B = 38%[activator]; C = ?; D = 6%; E = -10%; F = 9%

7	CCOC(=O)CN1C(=O)N(c2ccc(C)c(C)c2)S(=O)(=O)c2ccccc21
  A = nt; B = nt; C = -6; D = 2%; E = -3%; F = nt

8	CCC(CC)NC(=O)c1cccc(NC(=O)C(C)C)c1
  A = 5%; B = -17%; C = -11; D = 2%; E = -6%; F = 10%

9	COC(=O)c1cc(C(=O)Nc2ccc(C)cn2)cc([N+](=O)[O-])c1
  A = 0%; B = 3%; C = -31; D = 6%; E = 0%; F = ?

10	Cc1ccccc1S(=O)(=O)Oc1ccccc1C(=O)Oc1ccccc1
  A = -1%; B = 0%; C = -25; D = 12%; E = -9%; F = 1%

4 compounds already listed, ordered by number of heavy atoms, lowest first.
Short forms – A = FBPA Giardia inh; B = AMA1 RON2 block; C = HCMV antiviral; D = Sm TGR inh; E = AmpC detergent; F = HCV inh
8	CCC(CC)NC(=O)c1cccc(NC(=O)C(C)C)c1
  A = 5%; B = -17%; C = -11; D = 2%; E = -6%; F = 10%

10	Cc1ccccc1S(=O)(=O)Oc1ccccc1C(=O)Oc1ccccc1
  A = -1%; B = 0%; C = -25; D = 12%; E = -9%; F = 1%

7	CCOC(=O)CN1C(=O)N(c2ccc(C)c(C)c2)S(=O)(=O)c2ccccc21
  A = nt; B = nt; C = -6; D = 2%; E = -3%; F = nt

1	CC1CCN(c2ccc(-c3cccc(NS(=O)(=O)c4ccc(F)cc4F)c3)nn2)CC1
  A = nt; B = nt; C = -100*; D = -6%; E = ?; F = nt

Next structures follow.
Short forms – A = FBPA Giardia inh; B = AMA1 RON2 block; C = HCMV antiviral; D = Sm TGR inh; E = AmpC detergent; F = HCV inh
11	Cc1nc2ccccc2c2oc(C(=O)NCC3COc4ccccc4O3)cc12 (stereo not given)
  A = -2%; B = -29%; C = ?; D = -11%; E = -6%; F = 10µM*

12	CCCCCCn1c(=O)[nH]c2nc3cc(N)c(C)cc3nc2c1=O
  A = ?; B = 5%; C = 10; D = 5%; E = 4%; F = ?

13	COc1cc(OC)cc(N(C(=O)CNC(=O)c2cccs2)C(C(=O)NCC2CCCO2)c2ccc(OC)c(OC)c2)c1 (stereo not given)
  A = -5%; B = -5%; C = -3; D = nt; E = -7%; F = 16%

14	Cc1cc(C)nc(/N=C(\N)N2CCCCC2)n1
  A = 3%; B = 10%; C = -19; D = 45µM*; E = 3%; F = 12%

15	CCCS(=O)(=O)c1c(S(=O)(=O)CCC)c2ccc(C(N)=O)cn2c1C(=O)c1ccc(OC)cc1
  A = -5%; B = -4%; C = -7; D = 0%; E = 0%; F = 9%

16	Cc1cc(Br)ccc1NC(=O)CSCc1c(C)noc1C
  A = nt; B = -1%; C = -31; D = nt; E = nt; F = 0%

17	COc1ccc(C2=C/C(=C\c3ccc(OC(C)=O)cc3)C(=O)O2)cc1
  A = 4%; B = 2%; C = 24; D = 50µM*; E = -5%; F = -2%

18	Cc1[nH]nc2c1[C@@H](c1ccccc1[N+](=O)[O-])C(C#N)=C(N)O2
  A = ?; B = 72%[activator]; C = -16; D = ?; E = 0%; F = 15%

19	CC(=O)c1ccccc1NC(=O)CN1C(=O)NC2(CCCCCCC2)C1=O
  A = nt; B = 33%[activator]; C = -21; D = nt; E = nt; F = 6%

20	CC(C)(C)N(NC(=O)Nc1ccc(Cl)c(Cl)c1)C(=O)c1ccccc1
  A = -3%; B = 0%; C = -80*; D = -26%; E = -1%; F = ?

21	Oc1ccc(Br)cc1-c1cc(-c2ccccc2Cl)[nH]n1
  A = 3%; B = 138%[activator]; C = 0; D = 11%; E = 0%; F = 7.9µM*

22	COc1cc(/C=N/Nc2nncn2N)ccc1OCc1c(C)no[n+]1[O-]
  A = 5µM*; B = 53%[activator]; C = 0; D = -30%; E = 3%; F = ?

23	Cn1c(=O)n(C)c2cc(NC(=O)c3ccccc3NS(C)(=O)=O)ccc21
  A = ?; B = -2%; C = 87; D = -4%; E = -5%; F = 1%

24	Cc1cc([N+](=O)[O-])nn1CCCC(=O)Nc1cccnc1Cl
  A = -7%; B = -5%; C = -8; D = 4%; E = 5%; F = 11%

25	CC(CNC(=O)c1ccc(CSc2nc3ccncc3n2Cc2ccc(F)cc2)cc1)c1ccccc1 (stereo not given)
  A = nt; B = nt; C = ?; D = ?; E = 1%; F = nt

26	COc1cc(/C=N/NC(=O)c2ccccc2Cl)ccc1Oc1ccc([N+](=O)[O-])cn1
  A = -6%; B = 7%; C = ?; D = -5%; E = 3%; F = 11µM*

27	O=C(CCC(=O)N1CCN(S(=O)(=O)c2ccc3ccccc3c2)CC1)NCC(F)(F)F
  A = 10%; B = 1%; C = 2; D = -4%; E = -12%; F = 2%

28	Cc1noc(-c2ccc(N3CCC(C)CC3)c([N+](=O)[O-])c2)n1
  A = nt; B = nt; C = 79; D = -10%; E = -9%; F = nt

29	CCCCCN1CC(=O)N2C(C)c3[nH]c4ccccc4c3C[C@H]2C1=O (stereo not given in full)
  A = 7%; B = -13%; C = -26; D = 18%; E = 0%; F = 6%

30	Cc1nnc(NC(=O)C(C)Sc2nncn2C)s1 (stereo not given)
  A = 0%; B = 5%; C = -5; D = -4%; E = ?; F = 9%

31	O=C(c1ccc(F)cc1)n1nc(-c2cccnc2)nc1NCc1ccccc1
  A = nt; B = nt; C = 7; D = 10%; E = 11%; F = nt

32	COc1cc(/C=c2\sc3n(c2=O)C(c2ccccc2)C(c2ccccc2)=NN=3)ccc1O (stereo not given)
  A = -15%; B = -13%; C = 14; D = -2%; E = -2%; F = -18%

33	COc1ccc(-c2c(C#N)c(SCC(=O)Nc3ccccc3C)nc(C)c2C(=O)Nc2ccccc2)cc1OC
  A = nt; B = nt; C = 40; D = 3%; E = 2%; F = nt

34	O=C(c1ccc2c(c1)[nH]c(=S)n1c3ccccc3nc21)N1CCN(c2cccc(Cl)c2)CC1
  A = 0%; B = 31%[activator]; C = -36; D = -15%; E = 2%; F = ?

35	COc1ccc(OC)c(-c2csc(NC(=O)c3ccc4c(c3)OCO4)n2)c1
  A = -12%; B = -5%; C = 29; D = -10%; E = 3%; F = ?

36	CCOC(=O)CC12CN3CN(C1)CC(CC(=O)OCC)(C3)C2=O
  A = 5%; B = 2%; C = -2; D = 35%; E = -1%; F = 1%

37	Cc1cccnc1NC(=O)C1COc2ccccc2O1 (stereo not given)
  A = 1%; B = -6%; C = -28; D = -3%; E = 5%; F = 7%

38	O=C(CC(=O)c1ccccc1)Nc1cccnc1Cl
  A = 0%; B = 23%; C = 0; D = 2%; E = -2%; F = 8%

39	CCOc1ccc(-c2n[nH]c(=S)c3ccccc23)cc1
  A = 24%; B = 66%[activator]; C = -39; D = 2%; E = 1%; F = -13%

40	O=S(=O)(c1ccc(Br)s1)N1CCN(c2ccccc2)CC1
  A = 8%; B = 2%; C = -19; D = -21%; E = -9%; F = -25%

41	CN1CCc2c(sc(/N=C/c3cc(Cl)ccc3O)c2C#N)C1
  A = -13%; B = 7%; C = ?; D = ?; E = 1%; F = 2%

42	O=C(O)c1ccc2c(c1)C1C=CCC1C(c1ccncc1)N2 (stereo not given)
  A = ?; B = -5%; C = -39; D = 22µM*; E = ?; F = 47%[activator]

43	Cn1ncc([N+](=O)[O-])c1C(=O)N1CCOCC1
  A = 4%; B = -1%; C = 17; D = -35%; E = ?; F = 25%

44	CCC(C(=O)Nc1ccccc1C(=O)OC)n1nc(C)c2c(C)n(-c3ccc(C)cc3)nc2c1=O (stereo not given)
  A = nt; B = nt; C = -94*; D = 6%; E = ?; F = nt

45	CCOCc1ccccc1Nc1ncnc2onc(-c3ccc(Cl)cc3)c12
  A = nt; B = nt; C = 14; D = 0%; E = 7%; F = nt

46	Cc1ccc(S(=O)(=O)N2[C@@H](c3ccccc3F)C(C(=O)O)=CC[C@H]2c2ccc3c(c2)OCO3)cc1
  A = nt; B = -5%; C = -23; D = -8%; E = 0%; F = -11%[8.37 µM]

47	NC(=O)C1(N2CCCCC2)CCN(c2nc(-c3ccc(Br)cc3)cs2)CC1
  A = 0%; B = -4%; C = ?; D = -21%; E = ?; F = ?

48	CN(C)C(=O)CCc1ccc2c3c([nH]c2c1)[C@]1(C)[C@@H](C(=O)N2CCOCC2)C[C@H](CC(=O)NCc2cccc(C(F)(F)F)c2)C(=O)N1CC3
  A = nt; B = -8%; C = 17; D = nt; E = nt; F = -8%

49	CN(C)/C=C1/Nc2ccccc2C1=O
  A = -22%; B = -5%; C = 64; D = ?; E = 7%; F = ?

50	COc1ccccc1NC(=O)CSCc1nc2ccccc2[nH]1
  A = -2%; B = -5%; C = 55; D = -24%; E = ?; F = -2%

51	CC(=O)Oc1ccc2ccccc2c1C(NC(=O)Cc1ccccc1)c1ccccc1 (stereo not given)
  A = 1%; B = -13%; C = -11; D = 5%; E = -7%; F = ?

52	O=C(NCC(c1ccco1)N1CCc2ccccc21)C(=O)Nc1ccccc1 (stereo not given)
  A = nt; B = -6%; C = -4; D = 0%; E = ?; F = -27%

53	CCCCN(C)CCCNC(=O)c1ccc2nc(N3CCCCC3)sc2c1
  A = nt; B = nt; C = -21; D = 1%; E = 19%; F = nt

54	O=C(COC(=O)Cc1cccc2ccccc12)Nc1ccccc1-c1ccccc1
  A = -12%; B = -9%; C = -23; D = 0%; E = -4%; F = -9%

55	CCN1CCOC(=O)C1CC(=O)Nc1ccccc1C(F)(F)F (stereo not given)
  A = nt; B = nt; C = 7; D = 10µM*; E = 0%; F = nt

56	O=C(N/N=C/c1ccc([N+](=O)[O-])o1)C(=O)Nc1ccc(C(=O)O)cc1
  A = ?; B = 32%[activator]; C = -23; D = ?; E = 1%; F = 11%

57	Cc1cccnc1NC(=O)NC(=O)c1ccc(C(C)(C)C)s1
  A = 3%; B = 8%; C = 46; D = -6%; E = 0%; F = -6%

58	CC(C)OC(=O)c1cccc(NC(=O)Cn2nnc3sc4c(c3c2=O)CCCC4)c1
  A = nt; B = nt; C = 4; D = -8%; E = 16%; F = nt

59	CC(C)OC(=O)CCNc1n[nH]c(=O)[nH]c1=O
  A = -2%; B = 17%; C = 3; D = 11%; E = -6%; F = -5%
